# Screening data deposited in PubChem BioAssay by National Center for Advancing Translational Sciences (NCATS).
# Pf growth 96h = inhibits malaria parasite growth, 96 h; AID 504834; Potency, µM (doses to about 28.7 µM), for inactives: top-dose activity change, negative = inhibition, usual class: inhibitors; P. falciparum luciferase reporter growth, 96 h; 320,000 compounds, 6.9% hits; note: potency is the fitted concentration of half-maximal effect; % is set by controls: 0 for no effect and ±100 for the full control effect
#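 Compounds incubated with erythrocytes infected by luciferase-expressing P. falciparum (2% hematocrit, 0.05% parasitemia final) for 96 hours, 37 C in 5% CO2. Growth inhibition scored as decreased luciferase luminescence.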
# Cycloheximide cs = affects cycloheximide protein synthesis inhibition readout, counter-screen | 300,000 compounds, 12% hits | cell reporter, cycloheximide protein synthesis inhibition counterscreen | max response, %; in the data active = max response mostly above about 13%, no sharp cut-off; inactive = mostly below about 14%; note: read at 38.3 µM for the half of the compounds with a filed dose; 0% is about no effect
# Shiga toxin inh = inhibitors of Shiga toxin in Vero cells; inhibition, % at 38.7 µM; Vero cells, Shiga toxin protein synthesis inhibition reporter; 290,000 compounds, 9.2% hits; in the data active = inhibition mostly above about 28%, no sharp cut-off; inactive = mostly below about 43%; note: 0% is about no effect
# HCV inh = blocks hepatitis C virus; Huh7.5.1 HCVcc-Cre infection, luciferase reporter, 44 h; 340,000 compounds, 3.4% hits; Potency, µM (series often up to 41.8 µM), for inactives: at the top dose activity change, negative = inhibition, most hits filed as inhibitors; note: potency is the fitted concentration of half-maximal effect; % is set by controls: 0 for no effect and ±100 for the full control effect
#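 Reporter virus HCVcc-Cre (~0.5 moi) infects cells exposed to compound; seeding density 1,000 cells/well with 4 h settling beforehand. Luminescence, 15 sec read, taken 44 h post-infection following a 15 min RT substrate incubation.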
# LmPK inhibitor = blocks Leishmania mexicana pyruvate kinase activity. Q27686. purified LmPK, Kinase-Glo ATP luminescence, 1 h. Potency, µM (series often up to 57.5 µM), for inactives: at the top dose activity change, negative = inhibition, most hits filed as inhibitors. 290,000 compounds, 0.37% hits. AID 1721; note: potency is the fitted concentration of half-maximal effect; % is set by controls: 0 for no effect and ±100 for the full control effect
# Target sequence (Q27686 whole entry, looked up): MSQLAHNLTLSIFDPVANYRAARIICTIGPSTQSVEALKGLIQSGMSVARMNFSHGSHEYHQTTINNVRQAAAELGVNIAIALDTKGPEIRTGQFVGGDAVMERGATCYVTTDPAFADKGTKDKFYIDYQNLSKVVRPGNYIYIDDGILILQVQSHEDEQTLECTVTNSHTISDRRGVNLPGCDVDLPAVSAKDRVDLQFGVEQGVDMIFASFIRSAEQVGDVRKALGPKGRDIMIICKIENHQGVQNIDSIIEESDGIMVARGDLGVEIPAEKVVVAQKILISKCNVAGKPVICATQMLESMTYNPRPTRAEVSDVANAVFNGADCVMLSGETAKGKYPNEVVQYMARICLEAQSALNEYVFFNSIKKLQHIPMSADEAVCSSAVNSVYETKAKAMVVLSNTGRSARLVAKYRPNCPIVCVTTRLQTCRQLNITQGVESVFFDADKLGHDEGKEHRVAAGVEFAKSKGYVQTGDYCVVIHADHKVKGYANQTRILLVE
#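 ATP generated from ADP (0.1 mM) and PEP (0.5 mM) by 0.1 nM LmPK over 1 h at room temperature (pH 7.2 imidazole buffer) was detected by coupled luciferase luminescence. Values were normalized to uninhibited and no-enzyme wells.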
# TbPYK inhibitor = T. brucei pyruvate kinase inhibition; TbPYK enzyme, Kinase-Glo Plus ATP luminescence, 45 min; Potency, µM (top dose mostly 76.8 µM), inactives show at the highest dose activity, negative = inhibition, actives largely listed as inhibitors; 410,000 compounds, 0.12% hits; AID 624173; note: potency is the fitted concentration of half-maximal effect; % is set by controls: 0 for no effect and ±100 for the full control effect; nearly all actives have a fitted effect of over 50% in size
#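 Readout: single end-point luminescence (Kinase-Glo Plus, 10 min). Reaction conditions were TbPYK/substrate plus 130 uM ADP, 45 min at RT, pH 7.2 TEA buffer. No-enzyme wells served as controls, and data were normalized before concentration-response fitting.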
# Pf growth 48h = P. falciparum growth inhibition at 48 hours (one generation); Potency, µM (highest dose often 28.7 µM), inactives show at the highest dose activity change, negative = inhibition, most hits filed as inhibitors; AID 504832; P. falciparum luciferase growth in erythrocytes, 48 h; 310,000 compounds, 5.9% hits; note: potency is the fitted concentration of half-maximal effect; % is set by controls: 0 for no effect and ±100 for the full control effect
#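 Here the parasites carry a stable luciferase gene and grow inside erythrocytes in Albumax-based RPMI medium with compound for one erythrocytic cycle. Activity is scored as loss of luminescent signal.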
# The depositor's hits bear a star; u = inconclusive; x = not tested or not shown. Unless noted, calls come from the whole dose curve; as a rule, active = well fitted curve in the direction sought with a large enough effect; inconclusive = small, poorly fitted or top-dose-only effect, or another doubt; inactive = no such curve, though single readings can be large; an effect the other way counts as inactive or inconclusive. This is a random part of the collection. About 24% of those tested had a hit in this group.
No.	SMILES	Pf growth 96h	Cycloheximide cs	Shiga toxin inh	HCV inh
1	COc1ccc(C2c3[nH]c4ccccc4c3C[C@H]3C(=O)N(C4CCN(Cc5ccccc5)CC4)CC(=O)N23)cc1OC (stereo partly specified)	1.5µM*	-2	-7	u
2	Cc1cccc(NC(=S)NC(NC(=O)c2ccco2)C(Cl)(Cl)Cl)c1 (stereo unspecified)	x	5	-13	1%
3	O=C(NC12CC3CC(CC(C3)C1)C2)c1cccnc1	14%	-2	-2	23%
4	Cc1cc(C)n(C(=O)CNc2ccccc2Cl)n1	0%	-1	29	-6%
5	CCN(CC(=O)Nc1ccc(NC(C)=O)cc1)C(=O)/C=C/c1cn(Cc2ccccc2)nc1-c1cccnc1	10µM*	x	x	-4%
6	Cc1cccc(CC(=O)N2CCC(n3nccc3NC(=O)C3CC3)CC2)c1	-37%	10	14	x
7	Cc1cc(C(=O)CN2C(=O)C(=O)N(CC(C)C)C2=O)c(C)n1C1CC1	22%	x	x	9%
8	COc1ccccc1OCC(=O)Nc1sc2c(c1C(=O)NCC1CCCO1)CCC2 (stereo unspecified)	10µM*	-2	7	0.89µM*

No.	LmPK inhibitor	TbPYK inhibitor	Pf growth 48h
1	6%	-8%	1.5µM*
2	4%	-4%	13µM*
3	-7%	-1%	-8%
4	-1%	1%	1%
5	x	-7%	u
6	5%	-10%	0%
7	x	4%	-6%
8	6%	0%	13µM*

# Among those listed so far, these have a halogen.
No.	SMILES	Pf growth 96h	Cycloheximide cs	Shiga toxin inh	HCV inh
2	Cc1cccc(NC(=S)NC(NC(=O)c2ccco2)C(Cl)(Cl)Cl)c1 (stereo unspecified)	x	5	-13	1%
4	Cc1cc(C)n(C(=O)CNc2ccccc2Cl)n1	0%	-1	29	-6%

No.	LmPK inhibitor	TbPYK inhibitor	Pf growth 48h
2	4%	-4%	13µM*
4	-1%	1%	1%

# Entries 2–3, quoted:
No.	SMILES	Pf growth 96h	Cycloheximide cs	Shiga toxin inh	HCV inh
2	Cc1cccc(NC(=S)NC(NC(=O)c2ccco2)C(Cl)(Cl)Cl)c1 (stereo unspecified)	x	5	-13	1%
3	O=C(NC12CC3CC(CC(C3)C1)C2)c1cccnc1	14%	-2	-2	23%

No.	LmPK inhibitor	TbPYK inhibitor	Pf growth 48h
2	4%	-4%	13µM*
3	-7%	-1%	-8%

# Fetched by structure from above (4):
No.	SMILES	Pf growth 96h	Cycloheximide cs	Shiga toxin inh	HCV inh
4	Cc1cc(C)n(C(=O)CNc2ccccc2Cl)n1	0%	-1	29	-6%
5	CCN(CC(=O)Nc1ccc(NC(C)=O)cc1)C(=O)/C=C/c1cn(Cc2ccccc2)nc1-c1cccnc1	10µM*	x	x	-4%
2	Cc1cccc(NC(=S)NC(NC(=O)c2ccco2)C(Cl)(Cl)Cl)c1 (stereo unspecified)	x	5	-13	1%
1	COc1ccc(C2c3[nH]c4ccccc4c3C[C@H]3C(=O)N(C4CCN(Cc5ccccc5)CC4)CC(=O)N23)cc1OC (stereo partly specified)	1.5µM*	-2	-7	u

No.	LmPK inhibitor	TbPYK inhibitor	Pf growth 48h
4	-1%	1%	1%
5	x	-7%	u
2	4%	-4%	13µM*
1	6%	-8%	1.5µM*
